Screening data as filed in PubChem BioAssay.
Tau fluor cs = Counterscreen qHTS for Inhibitors of Tau Fibril Formation, Fluorescence Polarization; tau K18 P301L Alexa594 fluorescence, heparin fibrillization; Potency, µM (doses to about 57.7 µM), without a hit: at the highest dose activity change, negative = decrease; actives 0.93% (n = 280,000); AID 1463, 2008; further: nearly all actives have a fitted effect of over 55% in size
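Human K18 P301L tau (15 uM unlabeled plus 0.24 uM Alexa 594-labeled, final) in 100 mM sodium acetate pH 7 was mixed with compound and 20 uM heparin and incubated 6 hr at 37 C.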
TRb-SRC2 inh = qHTS for Inhibitors of the Interaction of Thyroid Hormone Receptor and Steroid Receptor Coregulator 2; Thyroid hormone receptor beta (Homo sapiens), P10828; TRbeta-SRC2 peptide binding, fluorescence polarization; receptor liganded with 1 µM T3; Potency, µM (doses to about 106 µM), inactives show top-dose activity change, negative = inhibition, usual class: inhibitors; actives 0.065% (n = 280,000); AID 1469, 2008;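 further: plate controls were bound peptide for no effect and peptide without receptor for full effect; nearly all actives have a fitted effect of over 50% in size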
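Compounds were added to 0.6 uM TRb ligand-binding domain and 20 nM Texas Red-labeled SRC2 peptide in Tris buffer containing 1 uM T3, incubated 5 hr at ambient temperature, then read by fluorescence polarization.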
ALDH1A1 block = qHTS Assay for Inhibitors of Aldehyde Dehydrogenase 1 (ALDH1A1); Aldehyde dehydrogenase 1A1 (Homo sapiens), P00352; Purified ALDH1A1, NADH fluorescence, propionaldehyde substrate; Potency, µM (titrated, usually from 75.3 µM), for inactives: at the highest dose activity, negative = inhibition, usual class: inhibitors; actives 7.3% (n = 220,000); AID 1030, 2008; active means well fitted inhibition curve with a large enough effect, not every such curve was filed as active; inconclusive means small, poorly fitted or top-dose-only effect, or another doubt; inactive means no such curve, though single readings can be large or run the other way;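 further: plate controls were no enzyme wells and a reference inhibitor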
Target sequence (P00352 whole entry, looked up): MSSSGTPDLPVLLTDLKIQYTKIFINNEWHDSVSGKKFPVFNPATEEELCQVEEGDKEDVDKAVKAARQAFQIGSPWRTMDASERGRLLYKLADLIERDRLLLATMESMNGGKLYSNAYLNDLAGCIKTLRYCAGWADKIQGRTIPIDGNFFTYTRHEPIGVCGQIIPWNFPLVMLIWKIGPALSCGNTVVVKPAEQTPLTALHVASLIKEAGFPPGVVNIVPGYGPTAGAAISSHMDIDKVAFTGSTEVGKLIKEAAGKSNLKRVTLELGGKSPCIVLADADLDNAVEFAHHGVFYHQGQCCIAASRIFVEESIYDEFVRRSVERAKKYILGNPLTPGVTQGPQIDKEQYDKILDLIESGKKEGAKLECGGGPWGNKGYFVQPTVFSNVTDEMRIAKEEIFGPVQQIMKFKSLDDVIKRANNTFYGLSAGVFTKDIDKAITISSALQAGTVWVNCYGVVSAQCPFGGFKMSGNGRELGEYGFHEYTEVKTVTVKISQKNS
TexasRed fluor = Total Fluorescence Counterscreen for Inhibitors of the Interaction of Thyroid Hormone Receptor and Steroid Receptor Coregulator 2. TRb/SRC2 Texas Red total fluorescence interference. Potency, µM (doses to about 106 µM), without a hit: top-dose fluorescence change, negative = quenching. actives 0.29% (n = 280,000); active means well fitted curve in either direction with a large enough effect; inconclusive means small, poorly fitted or top-dose-only effect
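Human TRb ligand-binding domain at 0.6 uM with 20 nM Texas Red SRC2 peptide in Tris buffer containing 1 uM T3 and 5% DMSO, incubated with compound 5 h at ambient temperature. Total fluorescence (555/632 nm) calculated as parallel + 2 × perpendicular.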
L3MBTL1 inh = qHTS Assay for the Inhibitors of L3MBTL1; AID 485360, 2010; Potency, µM (highest dose often 57.1 µM), for inactives: at the highest dose activity, negative = inhibition, usual class: inhibitors; AlphaScreen L3MBTL1–H3K9me1 peptide binding; actives 0.66% (n = 230,000); further: nearly all actives have a fitted effect of over 60% in size
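Displacement of a biotinylated histone H3(1-15) peptide monomethylated at Lys9 (75 nM) from L3MBTL1 (50 nM) was measured by AlphaScreen after a 30 min room-temperature compound incubation; cefsulodin titration served as intraplate control.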
Tau FP inhib = qHTS for Inhibitors of Tau Fibril Formation, Fluorescence Polarization; Microtubule-associated protein tau (Homo sapiens), P10636; K18 P301L tau heparin fibrillization, Alexa594 FP, 6 h; Potency, µM (series often up to 57.7 µM), inactives show at the top dose activity, negative = inhibition, usual class: inhibitors; actives 0.39% (n = 280,000); AID 1468, 2008; further: nearly all actives have a fitted effect of over 55% in size
Target sequence (P10636 561-689 P618L limits assumed): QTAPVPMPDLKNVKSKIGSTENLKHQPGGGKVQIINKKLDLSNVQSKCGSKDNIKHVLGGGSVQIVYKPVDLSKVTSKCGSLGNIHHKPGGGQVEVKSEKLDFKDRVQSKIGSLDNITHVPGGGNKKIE
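K18 P301L tau (15 uM unlabeled/0.24 uM Alexa 594-labeled, final) + compound + heparin 20 uM final; 100 mM NaOAc pH 7; 6 hr 37 C; ThT 30 uM final added, 1 hr RT; FP ex 555/em 632 nm.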
GLA spleen mod = qHTS Assay for Inhibitors and Activators of Human alpha-Galactosidase From Spleen Homogenate; actives 0.008% (n = 240,000); human spleen homogenate, 4MU-alpha-Gal fluorescence, 40 min; Potency, µM (doses to about 80 µM), for the others: top-dose activity change, negative = inhibition, hits mostly inhibitors;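 further: 0% = enzyme with vehicle and -100% = no enzyme basal signal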
Target sequence (P06280 32-429 limits assumed): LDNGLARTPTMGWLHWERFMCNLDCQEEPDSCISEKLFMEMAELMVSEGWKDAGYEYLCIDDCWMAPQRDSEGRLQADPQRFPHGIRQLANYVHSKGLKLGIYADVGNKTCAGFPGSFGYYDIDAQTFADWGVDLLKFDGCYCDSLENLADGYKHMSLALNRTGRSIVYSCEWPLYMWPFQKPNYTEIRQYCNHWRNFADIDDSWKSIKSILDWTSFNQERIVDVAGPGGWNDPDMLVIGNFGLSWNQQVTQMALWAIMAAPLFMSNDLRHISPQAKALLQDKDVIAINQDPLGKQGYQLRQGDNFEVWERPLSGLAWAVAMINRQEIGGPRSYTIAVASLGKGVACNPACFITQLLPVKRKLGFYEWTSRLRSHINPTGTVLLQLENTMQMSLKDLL
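Fluorogenic readout (Ex 365/Em 440 nm) of 4-methylumbelliferone released from 1 mM 4-MU-alpha-galactoside by spleen homogenate, 40 min at 37C, pH 5.0. Data normalized to no-enzyme and enzyme controls; Hill-equation AC50 from compound titrations.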
Tau fibril ThT = qHTS for Inhibitors of Tau Fibril Formation, Thioflavin T Binding; Microtubule-associated protein tau (Homo sapiens), P10636; recombinant tau K18 P301L (four-repeat tau fragment), heparin-induced fibrillization, ThT fluorescence; Potency, µM (highest dose often 57.4 µM), for the others: at the highest dose activity, negative = inhibition, most hits filed as inhibitors; actives 2.1% (n = 270,000); further: nearly all actives have a fitted effect of over 55% in size
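Tau K18 P301L fragment (15 uM unlabeled plus 0.24 uM Alexa 594-labeled) in 100 mM sodium acetate pH 7 with compound, fibrillization induced by 20 uM heparin for 6 hr at 37 C. Thioflavin T (30 uM) added, fluorescence read after 1 hr (ex 450, em 510 nm).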
The depositor's hits bear a star; u = inconclusive; x = not tested or not shown; & = joins results of further samples; [ ] = another dose, or the depositor's remark. Unless noted, the call rests on the fitted dose curve; in most records, active means well fitted curve in the direction sought with a large enough effect; inconclusive means small, poorly fitted or top-dose-only effect, or another doubt; inactive means no such curve, though single readings can be large; an effect the other way counts as inactive or inconclusive. Unless noted, on the % scale 0 is the no-effect control and ±100 the full control effect; potency means the concentration at half of the fitted maximal effect.

Values in the order: Tau fluor cs, Tau fibril ThT, TRb-SRC2 inh, ALDH1A1 block, Tau FP inhib, GLA spleen mod, L3MBTL1 inh, TexasRed fluor
COc1ccc(CCNC(=O)CN2CCN(c3cccc(C(F)(F)F)c3)CC2)cc1
→ -14%, -15%, 2%, 3%, 3%, 1%, x, -3%
Cc1ccc(NNC(=O)c2cc(C(C)(C)C)nn2Cc2ccccc2)cc1
→ u, u, 3%, 15µM*, -11%, 2%, -21%, -1%
O=C(O)CCn1[nH]c(=O)ccc1=O
→ 2%, 2%, 0%, 2%, 4%, 8%, 2%, -7%
O=C(Cn1nnc(-c2ccccc2NC(=O)c2ccco2)n1)Nc1ccccc1
→ u, 8%, 3%, u, u, 5%, x, 0%
CCN(CC)CCCNC(=O)CSc1nc(C)cc(C)n1
→ 7%, 2%, -4%, 3%, 3%, -4%, 19%, 1%
Cc1ccc(CSCC(=O)Nc2ccc3c(c2)OCO3)cc1
→ -19%, -10%, -22%, 7.9µM*, 3%, -15%, x, 2%
CCOc1ccc2nc(NC(=O)C(CC)Sc3nc(C)cc(=O)[nH]3)sc2c1 (stereo not given)
→ -23%, u, 6%, 1%, 8%, 6%, x, -1%
CCOc1cc(CN2CCN(Cc3ccc(C)o3)C(CCO)C2)ccc1OC (stereo not given)
→ 2%, 4%, 7%, 1%, 0%, -3%, -19%, 0%
Cc1cccc(NC(=O)Cn2c(=O)n(CCc3c[nH]c4ccccc34)c(=O)c3cccnc32)c1
→ 11µM*[quencher], -13%, 9%, u, -7%, 3%, -12%, -3%
Oc1c(Cl)cc(Cl)cc1C(C#Cc1ccccc1)N1CCOCC1 (stereo not given)
→ u, 14µM*, -2%, -1%, -4%, 0%, 8%, -1%
CSc1nc(NC(C)C)nc(N2CCOCC2)n1
→ -9%, -14%, -3%, 0%, -6%, 5%, 9%, -1%
Cc1cc(=O)oc(C)c1C(=O)NC1CCCCCCC1
→ 2%, -5%, -1%, u, -7%, -2%, 6%, -2%
Cc1ccc(C)c(S(=O)(=O)NCC(=O)NCc2ccco2)c1
→ 10%, 3%, 3%, 9%, 5%, 15%, 7%, 0%
O=[N+]([O-])c1ccccc1/C=N/NC1=NS(=O)(=O)c2ccccc21
→ 13%, 16%, 7%, u, 7%, 1%, 1%, 0%
Cc1ccc(N(C)S(=O)(=O)c2cccc(C(=O)Nc3nnc(C4CC4)s3)c2)cc1
→ -13%, 1%, -4%, 0%, -14%, -3%, -3%, -3%
COc1ccc(NC(=O)c2cc(C)nc3ccccc23)c(OC)c1
→ -8%, -12%, 0%, 4%, -3%, -2%, -12%, 1%
CCOc1ccc(-n2nc(CO)c(C(=O)NCc3cccc(OC)c3)n2)cc1
→ -12%, u, -8%, x, 3%, x, x, 1%
COc1ccc(Cl)cc1NC(=O)[C@H]1O[C@@H]2OC(C)(C)O[C@@H]2[C@H]2OC(C)(C)O[C@H]21
→ -20%, -3%, 6%, x, -2%, x, x, -4%
COc1ccc(C2C(=O)c3ccccc3C2=O)c(OC)c1
→ -7%, -11%, -6%, 3%, -11%, -1%, -4%, -2%
CCOC(=O)C1=C(N)Oc2c(oc(CO)cc2=O)C1c1ccc(Cl)cc1 (stereo not given)
→ -11%, -4%, 2%, x, -1%, 5%, -5%, -2%
Cc1ccc(C2C=C(c3ccc(Cl)cc3)Nc3nc(NC(=O)CCC(=O)O)nn32)cc1 (stereo not given)
→ 8%, -17%, 7%, x, -9%, x, x, -1%
O=C(Nc1cccnc1)c1cc2c(ccc3ccccc32)o1
→ -9%, 2%, -13%, -10%, u, 6%, x, -7%
O=[n+]1c2c(n([O-])c3cc(F)c(N4CCCC4)cc31)CCCC2
→ -15%, u, -5%, 20µM*, -4%, -3%, -8%, 1%
CC(C)CNC(=O)C1C2C=CC(C2)C1C(=O)O (stereo not given)
→ 4%, 4%, -3%, u, 7%, -2%, 9%, -2%
CC1CCCCC1NC(=O)C(Cc1ccccc1)NS(=O)(=O)c1cccs1 (stereo not given)
→ -14%, -10%, -2%, -6%, -4%, -4%, x, 0%
CCOc1cc(C(=O)NCc2nnc(SCC(=O)OC)n2C)cc(OCC)c1OCC
→ -1%, -2%, -11%, 22%, -3%, -2%, 4%, 0%
Cc1ccc(N2CCCn3c2cc(C)c(C#N)c3=O)cc1Cl
→ -3%, 5%, 5%, u, 13%, -1%, 4%, -6%
CCNc1nc(NCC)nc(N(C)n2cnnc2)n1
→ 3%, 4%, -2%, 4%, -1%, -9%, -8%, -5%
CC(=O)c1cccc(S(=O)(=O)N(CCCO)Cc2cc3ccc(C)cc3[nH]c2=O)c1
→ -4%, -7%, -6%, -4%, 2%, -2%, -4%, 0%
Cc1ccc(Cc2nc3ccccc3nc2SCC(=O)N2CCC(C)CC2)cc1
→ -7%, -8%, 8%, x, 3%, x, x, 0%
Cc1cc(NC(=O)Cn2c(=O)nc(-c3ccccc3F)c3cc(Cl)ccc32)ccc1Br
→ u, 7%, -26%[53 µM], x, -16%, x, x, 0.035µM*[quencher]
O=C(Cn1ncc(Cl)c(Cl)c1=O)N1CCOCC1
→ 0%, -6%, 1%, -3%, 1%, 7%, 5%, -3%
O=c1[nH]cnc2c1N=C(c1cccc([N+](=O)[O-])c1)CC(c1ccccc1)N2 (stereo not given)
→ -8%, -15%, -4%, -14%, 10%, -1%, -19%, 1%
COc1ccc(C(=O)n2nc(-c3ccco3)nc2N)cc1OC
→ -15%, u, -7%, -3%, u, 0%, x, 0%
COc1cccc(NC(=S)C(C#N)=C2N(C)c3ccccc3N2C)c1
→ -6%, -6%, 8%, 10%, -3%, -8%, 1%, 1%
Cc1nc(C)c(-c2ccc(SCC(=O)Nc3ccc(F)c(F)c3)nn2)s1
→ u, u, 1%, x, u, x, x, 0%
COc1ccc(NC(=O)c2c(Cl)n(C)c3ccccc23)cc1
→ -22%, u, -3%, 5%, -3%, -2%, 7%, -1%
CCOC(=O)/C(N=Nc1sc(C(=O)OC)c(C)c1C(=O)OCC)=C(\O)CCl
→ -18%, u, 1%, u, -19%, 9%, 2%, -1%
CN1C(=O)C(CCC(=O)O)NC1=S (stereo not given)
→ -1%, 3%, 1%, x, -2%, 4%, 8%, 0%
COc1ccc(NS(=O)(=O)c2cc(NC(=O)/C=C/c3ccccc3OC)ccc2N2CCCCC2)cc1
→ -18%, 3%, 4%, -14%, u, 3%, -6%, -5%
CCOc1ccccc1NC(=O)c1cccc(NC(=O)C(C)C)c1
→ -6%, -2%, -3%, 11%, -2%, 2%, 5%[11.4 µM], -1%
COC(=O)c1c(NC(=O)COC(=O)c2ccccc2O)sc2c1CCCCC2
→ -27%, u, -5%, u, 1%, -3%, 37%[activator], u
O=C1CC(NNc2ccccc2)C(=O)N1c1ccccc1 (stereo not given)
→ -3%, u, 5%[53 µM], 18µM*, -8%, -1%, -1%, 0%[53 µM]
C=CCSc1nc2ccccc2n1Cc1nnc(-c2cccs2)o1
→ 0%, 2%, 19%, u, 9%, 3%, -9%, 10%
O=c1/c(=C/c2ccc(CNS(=O)(=O)c3ccccc3)o2)sc2n1CCN=2
→ -5%, u, -1%, u, 2%, -1%, u, 0%
COc1ccc(-c2nnc3n2-c2ccccc2SC3)cc1OC
→ 7%, 10%, 12%, 16µM*, 4%, 7%, 4%, -1%
COc1ccc2c(C)c(CCC(=O)NCc3cccc(Cl)c3)c(=O)oc2c1
→ -19%, -9%, 2%, x, -2%, x, x, 1%
CC(C[N+](C)(C)C)OC(N)=O (stereo not given)
→ -1%&-4%&-10%&-1%, -5%&-4%&-10%&2%, -3%&-3%&-5%&-10%, 1%&-5%&7%&1%, u, -2%&2%&10%&4%, 1%, 0%&-2%&1%&-2%
O=C(CN1CC[C@@]2(O)CCCC[C@H]2[C@@H]1c1ccc(F)cc1)NCc1ccco1
→ 2%, -10%, -3%, x, -2%, -5%, -4%, -1%
O=C1CC(C2CCCO2)C(=O)N1c1ccc(Cl)c(Cl)c1 (stereo not given)
→ -8%[2.34 µM], 2%, 2%, -7%, -7%[2.34 µM], 4%, 2%, -2%
Cc1cc(N2CCN(c3ccc(F)cc3)CC2)nc(-c2ccccc2)n1
→ -29%, u, 0%, 8%, -1%, 20%, -12%, -4%
Cc1c(NC(C)c2ccccc2O)c(=O)n(-c2ccccc2)n1C (stereo not given)
→ -5%, -14%, -3%, 1%, 3%, 7%, x, -1%
CCOC(=O)N1CCN(C(=O)Cc2ccc(Cl)cc2)CC1
→ 2%, 1%, -2%, -5%, 2%, 2%, 1%, 0%
CN(C[C@H](Cc1ccccc1)N(C[C@@H](CC1CCCCC1)N(CCc1ccccc1)N=O)N=O)N=O
→ -14%, -16%, -11%, u, -9%, 0%, -8%, -2%
Cc1ccc(S(=O)(=O)N2CCN(C(=O)CSc3nnc(C)s3)C2)cc1
→ -3%, -5%, 0%, u, 14%, 2%, x, -2%

A second format for three compounds above.
CC(C[N+](C)(C)C)OC(N)=O (stereo not given)
  Tau fluor cs = -1%&-4%&-10%&-1% | Tau fibril ThT = -5%&-4%&-10%&2% | TRb-SRC2 inh = -3%&-3%&-5%&-10% | ALDH1A1 block = 1%&-5%&7%&1% | Tau FP inhib = u | GLA spleen mod = -2%&2%&10%&4% | L3MBTL1 inh = 1% | TexasRed fluor = 0%&-2%&1%&-2%
CCOC(=O)N1CCN(C(=O)Cc2ccc(Cl)cc2)CC1
  Tau fluor cs = 2% | Tau fibril ThT = 1% | TRb-SRC2 inh = -2% | ALDH1A1 block = -5% | Tau FP inhib = 2% | GLA spleen mod = 2% | L3MBTL1 inh = 1% | TexasRed fluor = 0%
COc1ccc2c(C)c(CCC(=O)NCc3cccc(Cl)c3)c(=O)oc2c1
  Tau fluor cs = -19% | Tau fibril ThT = -9% | TRb-SRC2 inh = 2% | ALDH1A1 block = x | Tau FP inhib = -2% | GLA spleen mod = x | L3MBTL1 inh = x | TexasRed fluor = 1%
